Compound activity as filed in PubChem BioAssay.
BoNT-F LC inh – BoNT/F light chain protease inhibitors, primary screen, biochemical, flow cytometry, MLPCN library; Botulinum neurotoxin type F light chain protease (Clostridium botulinum); Multiplex microsphere protease cleavage assay; inhibition, % at 10 µM; 0.22% of 360,000 active; AID 588497, 2011; in the data active = inhibition above about 35%, passing the limit was not always enough; inconclusive = no clear call, values can overlap the other calls; also: plate controls were buffer without enzyme for full effect and enzyme alone for no effect
FadD28 binding – inhibitors of FadD28 bisubstrate probe binding, primary screen, biochemical, fluorescence polarization, single point | Mycobacterium tuberculosis FadD28 fatty-acid-AMP ligase | inhibition, % at 12.5 µM | 0.22% of 360,000 active; in the data active = inhibition above about 8.5%, passing the limit was not always enough; inconclusive = no clear call, values can overlap the other calls
Rv3671c protease – Rv3671c serine protease inhibitors, primary screen, biochemical, fluorescence polarization, M. tuberculosis H37Rv. inhibition, % at 5.96 µM. 0.048% of 320,000 active; in the data active = inhibition above about 38%;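 also: extracellular domain of Rv3671c used as enzyme; 0% = enzyme with DMSO and 100% = no enzyme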
Target sequence (P9WHR9 whole entry, looked up, the tested form may be a part): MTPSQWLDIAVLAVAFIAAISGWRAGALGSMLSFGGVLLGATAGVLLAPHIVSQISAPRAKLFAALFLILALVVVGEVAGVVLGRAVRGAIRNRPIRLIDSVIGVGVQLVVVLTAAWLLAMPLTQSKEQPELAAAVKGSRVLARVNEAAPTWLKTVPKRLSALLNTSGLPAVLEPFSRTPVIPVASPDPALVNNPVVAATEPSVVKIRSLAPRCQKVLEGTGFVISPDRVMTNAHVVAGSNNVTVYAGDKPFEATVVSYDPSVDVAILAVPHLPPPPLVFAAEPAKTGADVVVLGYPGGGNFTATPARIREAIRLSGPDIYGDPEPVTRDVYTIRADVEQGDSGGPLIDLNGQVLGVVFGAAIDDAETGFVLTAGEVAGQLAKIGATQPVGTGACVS
VHR inh abs – VHR1 phosphatase inhibitors, primary screen, biochemical, absorbance, uHTS. Dual specificity protein phosphatase 3 (Homo sapiens), P51452. recombinant VHR phosphatase, pNPP absorbance. inhibition, % at 13.3 µM. 0.52% of 290,000 active. AID 1654, 2009; in the data active = inhibition above about 50%; also: some compounds called inactive have numbers as strong as hits
Target sequence (P51452 whole entry, looked up): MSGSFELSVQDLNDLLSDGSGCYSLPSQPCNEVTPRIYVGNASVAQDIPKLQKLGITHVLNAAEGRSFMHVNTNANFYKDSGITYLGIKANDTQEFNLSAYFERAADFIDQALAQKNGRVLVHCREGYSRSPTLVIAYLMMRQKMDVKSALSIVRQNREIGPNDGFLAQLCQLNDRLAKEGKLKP
Mtb BioA inh – M. tuberculosis BioA enzyme inhibitors, primary screen, biochemical, plate reader, single point, HTS; 7,8-diaminopelargonic acid synthase BioA (Mycobacterium tuberculosis); purified M. tuberculosis BioA enzyme; inhibition, % at 9.99 µM; 0.096% of 360,000 active; AID 602481, 2012; in the data active = inhibition above about 40%; inconclusive = no clear call, values can overlap the other calls
MazF activator – activators of E. coli MazEF toxin-antitoxin RNase, primary screen, biochemical, fluorescence, uHTS | AID 504720, 2011 | activation, % at 20 µM | FAM/BHQ RNA-DNA oligo cleavage fluorescence, 5 h | 0.32% of 350,000 active; in the data active = activation above about 50%
Target sequence (P0AE70 whole entry, looked up): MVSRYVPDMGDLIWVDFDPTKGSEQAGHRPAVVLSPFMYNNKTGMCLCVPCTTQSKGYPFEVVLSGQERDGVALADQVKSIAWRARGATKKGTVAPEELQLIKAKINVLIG
CCHFV vOTU inh – CCHFV vOTU protease inhibitors, primary screen, biochemical, Pep-AMC substrate, fluorescence; Crimean-Congo hemorrhagic fever virus L polyprotein viral ovarian tumor (vOTU) protease …; inhibition, % at 11.5 µM; 0.55% of 370,000 active; AID 651958, 2012; also: 0% = vehicle wells with enzyme and 100% = no enzyme wells
UGM FP inh – M. tuberculosis UGM enzyme inhibitors, primary screen, biochemical, fluorescence polarization, single point | UDP-galactopyranose mutase (Mycobacterium tuberculosis (strain ATCC 25618 / H37Rv)), … | 0.06% of 320,000 active | purified UGM, fluorescence polarization probe displacement | inhibition, % at 10 µM; in the data active = inhibition above about 10%, passing the limit was not always enough; inconclusive = no clear call, values can overlap the other calls
GDH-TPI inh – GDH-TPI coupling enzyme inhibitors, primary screen, artefact control for M. tuberculosis FBA inhibitor project, biochemical, absorbance, full deck; 1.2% of 360,000 active; GDH-TPI coupled enzyme counterscreen, NADH absorbance; inhibition, % at 4.8 µM;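 also: 0% = DMSO wells and 100% = wells lacking the enzyme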
FBA Mtb inh – Mtb FBA enzyme inhibitors, primary screen, biochemical, fluorescence, strain H37Rv | 2.3% of 360,000 active | inhibition, % at 1 µM | AID 588726, 2011 | purified M. tuberculosis FBA, fluorescence read-out; in the data active = inhibition above about 27%;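 also: 0% = vehicle and 100% = reference inhibitor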
Target sequence (P9WQA3 whole entry, looked up): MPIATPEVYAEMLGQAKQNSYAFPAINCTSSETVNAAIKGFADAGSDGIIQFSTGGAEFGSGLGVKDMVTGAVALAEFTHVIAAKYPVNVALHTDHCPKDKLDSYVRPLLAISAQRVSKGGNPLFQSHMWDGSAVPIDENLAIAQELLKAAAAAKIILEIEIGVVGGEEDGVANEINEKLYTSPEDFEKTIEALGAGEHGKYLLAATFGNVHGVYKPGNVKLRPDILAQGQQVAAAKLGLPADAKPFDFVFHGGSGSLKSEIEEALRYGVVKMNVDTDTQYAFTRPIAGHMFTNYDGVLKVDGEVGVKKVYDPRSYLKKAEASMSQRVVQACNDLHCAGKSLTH
The depositor's hits bear a star; ? = inconclusive; / = not tested or not shown; & = joins results of further samples. Rule as the data show it, unless noted: active = inhibition above about 30%; inactive = the rest. Rows were taken by chance; overall some 4.9% were active at least once.

SMILES	BoNT-F LC inh	FadD28 binding	Rv3671c protease	VHR inh abs	Mtb BioA inh	MazF activator	CCHFV vOTU inh	UGM FP inh	GDH-TPI inh	FBA Mtb inh
CCCN1C2CCCC1CC(NC(C)=O)C2 (stereo not drawn)	-3	-1.7	6	-12	0.9	3	-1	-0.1	-6	-2
Cc1sc(N=Nc2ccc(N(C)C)cc2)[n+]([O-])c1C	3	-2.7	/	/	/	7	7	/	-3	-2
COc1ccccc1NC(=S)NNC(=O)c1cc(C)n(C)n1	-1	0.4	6	19	-0.5	6	-5	-2.2	7	4
O=C(c1ccccc1)C1CCN(C(=O)c2c(F)cccc2F)CC1	18	-1.8	7	0	1.1	7	-9	-0.6	-2	3
OCCN1CCN(CC(O)COCc2ccc3c(c2)OCO3)CC1 (stereo not drawn)	-10	-2.8	9	0	0.1	2	-1	3.6	-5	1
CC1(C)Cc2c(c(-c3ccco3)[nH]c(=O)c2C#N)CS1	2	-3.3	-2	-6	-0.4	-102	32*	5.1	17	30*
CCOC(=O)c1c(CS(=O)(=O)c2ccccc2)n(C)c2cc(Br)c(O)cc12	?	0.1	-10	16	-1.4	13	11	0.8	11	0
COCC(=O)N(C)[C@H]1C[C@H]2c3cc(Oc4ccccc4C)ccc3CCN2C(=O)[C@H]1[C@H](C)O	-4	-18	/	/	1.9	2	5	/	-14	1
CC1CCC2(CC1)NC(=O)N(CC(=O)NCc1ccc(Cl)cc1)C2=O (stereo not drawn)	-3	0.1	-5	/	-3.2	2	6	2.3	2	-2
C=CCOc1ccc(CNn2nnnc2N)cc1	-3	0.3	-3	10	-1.5	10	15	-0.8	0	-2
O=C(CSc1nnc(CNC(=O)c2c(F)cccc2Cl)o1)NC1CCCCC1	-2	0.2	-3	14	0.4	6	17	-1.4	7	0
NS(=O)(=O)c1ccc(NC(=S)NC2CCCCC2)cc1	-3	-1.6	-1	/	/	5	8	-2.7	-5	2
O=C(c1cc2ccccc2oc1=O)N(Cc1cccs1)Cc1ccccc1Cl	-13	-0.2	-4	-5	1.6	3	-1	-0.6	8	3
CC[C@H](C)[C@H](NC(N)=O)C(=O)NCCc1ccc(OC)cc1	-7	-0.5	-1	16	-1.6	0	2	-2.0	-4	1
COc1ccc(N=C2c3ccccc3-c3ccc([N+](=O)[O-])cc32)cc1	-9	-2.2	/	/	/	4	-1	/	3	-3
O=C(NCC1(c2ccccc2)CCCC1)c1ccccc1Br	-5	-5.0	-19	-10	/	6	4	2.4	7	-2
C=CCNC(=O)C(=O)NCC1CCCN1S(=O)(=O)c1cccs1 (stereo not drawn)	-4	-0.8	1	/	-0.3	2	-15	2.0	2	0
COc1ccc(CCn2c(=O)c3cccnc3n(Cc3ccc([N+](=O)[O-])cc3)c2=O)cc1OC	-1	-2.3	/	3	/	-6	2	/	3	-3
CCc1nc2c(OCC3COc4ccccc4O3)cccn2c1N(C)C(=O)c1cccs1 (stereo not drawn)	-2	-3.9	/	/	-1.1	/	-2	/	8	1
CCn1c(SCC(=O)NC2=NCCS2)nnc1C(C)NC(=O)c1ccc(Cl)cc1 (stereo not drawn)	-6	-0.1	2	6	0.7	-8	10	-1.9	-7	-4

By substructure, the entries above with bromine
SMILES	BoNT-F LC inh	FadD28 binding	Rv3671c protease	VHR inh abs	Mtb BioA inh	MazF activator	CCHFV vOTU inh	UGM FP inh	GDH-TPI inh	FBA Mtb inh
CCOC(=O)c1c(CS(=O)(=O)c2ccccc2)n(C)c2cc(Br)c(O)cc12	?	0.1	-10	16	-1.4	13	11	0.8	11	0
O=C(NCC1(c2ccccc2)CCCC1)c1ccccc1Br	-5	-5.0	-19	-10	/	6	4	2.4	7	-2

Other records.
SMILES	BoNT-F LC inh	FadD28 binding	Rv3671c protease	VHR inh abs	Mtb BioA inh	MazF activator	CCHFV vOTU inh	UGM FP inh	GDH-TPI inh	FBA Mtb inh
O=S1(=O)C[C@@H](N2CCN(c3ccccc3)CC2)[C@H](COCc2ccccc2)N1	-3	-3.4	/	/	2.4	/	4	/	/	-2
ON=Cc1ccnc2ccccc12	4	-3.1	/	/	-0.9	8	-1	/	3	3
Cc1ccc(NC(=O)CCC(=O)Nc2ccc(C)cc2)cc1	?	-0.7	5	49	-0.6	-1	8	-0.6	5	-1
Cc1cc(F)ccc1NC(=S)NCCc1ccccc1	5	-2.7	/	10	-1.7	5	-6	4.3	8	1
COc1cc2[nH]c(=O)n(CCCCCC(=O)NC3CCCC3)c(=O)c2cc1OC	0	-0.9	6	11	-3.3	1	16	0.4	-2	2
Cn1c(=O)c2c(nc(CN3CCOCC3)n2CCCO)n(C)c1=O	5	-3.2	1	8	-0.4	9	-2	0.4	0	3
Cc1cc(C)n(C(=O)c2ccc([N+](=O)[O-])c(Cl)c2)n1	-2	-4.7	-2	11	/	-7	-5	-0.9	-5	0
COc1ccc(-c2nn(CCC#N)cc2C(=O)Nc2ccc(C(C)=O)cc2)cc1[N+](=O)[O-]	?	-13	-3	2	2.2	6	-3	0.7	0	-2
CCN(CC)C(=O)COC(=O)c1cc(-c2ccc(OC)cc2)nc2ccccc12	-1	0.7	-1	15	-0.2	-2	23	-1.0	6	10
O=C(/C=C/[C@H]1O[C@@H](n2ccc(=O)[nH]c2=O)[C@H](O)[C@@H]1O)NCC1CCCO1 (stereo partly drawn)	-3	0.3	/	/	-2.1	/	4	/	/	-1
C[C@H]1CN([C@@H](C)CO)C(=O)CCCn2cc(nn2)CO[C@@H]1CN(C)S(=O)(=O)c1cccs1	-8	-1.6	/	/	0.2&-2.8	10	-4	/	9	-3
Cc1scc(C(=O)N2CCN(c3ccc(Cl)cc3)CC2)c1C	5	0.2	11	5	-0.6	-7	6	-5.5	0	1
Cc1ccc(C)c(S(=O)(=O)N2CCN(C(=O)CNC(=O)c3ccc4ccccc4c3)CC2)c1	-7	-4.5	0	/	/	-1	1	-2.4	1	-1
NNc1nc(-c2ccccc2)cc(-c2ccccc2O)n1	-3	-3.4	-2	27	-0.8	4	/	1.4	9	-1
COc1ccc(NC(=S)N2CCN(C(=O)C3CCCO3)CC2)cc1 (stereo not drawn)	-10	-0.2	/	11	1.0	3	0	2.0	4	0
CCn1c(SCC(=O)N2CCC(C)CC2)nc2c([nH]c3ccccc32)c1=O	-1	-2.5	/	/	0.8	-5	7	/	9	1
O=C(Nc1cccc(Cl)c1)ON1CCCCC1	0	-3.2	/	/	1.5	3	-4	/	2	-3
C=CCNC(=S)Nc1ccccc1	0	-3.7	2	13	-0.1	1	12	4.2	1	0
CCCC(=O)Oc1ccc(C2NC(=O)c3ccccc3O2)cc1 (stereo not drawn)	/	0.3	-5	8	-0.6	1	-12	0.8	16	5
CC(=O)CSc1nnc(-c2ccc(S(=O)(=O)N3CCC(C)CC3)cc2)o1	-1	-3.4	-7	/	-1.2	0	-11	-0.2	1	0

Molecules shown so far with an NH in an aromatic ring:
SMILES	BoNT-F LC inh	FadD28 binding	Rv3671c protease	VHR inh abs	Mtb BioA inh	MazF activator	CCHFV vOTU inh	UGM FP inh	GDH-TPI inh	FBA Mtb inh
CC1(C)Cc2c(c(-c3ccco3)[nH]c(=O)c2C#N)CS1	2	-3.3	-2	-6	-0.4	-102	32*	5.1	17	30*
COc1cc2[nH]c(=O)n(CCCCCC(=O)NC3CCCC3)c(=O)c2cc1OC	0	-0.9	6	11	-3.3	1	16	0.4	-2	2
O=C(/C=C/[C@H]1O[C@@H](n2ccc(=O)[nH]c2=O)[C@H](O)[C@@H]1O)NCC1CCCO1 (stereo partly drawn)	-3	0.3	/	/	-2.1	/	4	/	/	-1
CCn1c(SCC(=O)N2CCC(C)CC2)nc2c([nH]c3ccccc32)c1=O	-1	-2.5	/	/	0.8	-5	7	/	9	1

Five entries from above, bar-delimited.
SMILES | BoNT-F LC inh | FadD28 binding | Rv3671c protease | VHR inh abs | Mtb BioA inh | MazF activator | CCHFV vOTU inh | UGM FP inh | GDH-TPI inh | FBA Mtb inh
Cc1ccc(C)c(S(=O)(=O)N2CCN(C(=O)CNC(=O)c3ccc4ccccc4c3)CC2)c1 | -7 | -4.5 | 0 | / | / | -1 | 1 | -2.4 | 1 | -1
NNc1nc(-c2ccccc2)cc(-c2ccccc2O)n1 | -3 | -3.4 | -2 | 27 | -0.8 | 4 | / | 1.4 | 9 | -1
COc1ccc(NC(=S)N2CCN(C(=O)C3CCCO3)CC2)cc1 (stereo not drawn) | -10 | -0.2 | / | 11 | 1.0 | 3 | 0 | 2.0 | 4 | 0
CCn1c(SCC(=O)N2CCC(C)CC2)nc2c([nH]c3ccccc32)c1=O | -1 | -2.5 | / | / | 0.8 | -5 | 7 | / | 9 | 1
O=C(Nc1cccc(Cl)c1)ON1CCCCC1 | 0 | -3.2 | / | / | 1.5 | 3 | -4 | / | 2 | -3

(continued)
SMILES	BoNT-F LC inh	FadD28 binding	Rv3671c protease	VHR inh abs	Mtb BioA inh	MazF activator	CCHFV vOTU inh	UGM FP inh	GDH-TPI inh	FBA Mtb inh
COc1cc(NC(=O)c2cc(-c3ccc(F)cc3OC(C)C)n[nH]2)cc(OC)c1OC	-1	-0.3	/	/	0.4	/	-5	/	13	3
Cc1ccn2c(=O)nc(SCC(=O)NCCc3ccccc3)nc2c1	/	-2.5	0	/	-0.8	-1	-5	2.8	26	2
OCCN1CCOCCN(CCO)CCOCC1	-2	-1.6	4	32	-1.4	-6	5	4.6	7	0
O=C(CN1CCCCCC1)Nc1ccc([N+](=O)[O-])cc1Br	0	-2.1	-8	11	-2.9	4	7	-2.2	11	3
Cc1ccc2c(c1)N(C(=O)CCC(=O)N1CCCCC1)CCO2	1	-1.0	-12	6	-0.3	3	-2	-0.9	0	7
CCN(C[C@H]1N[C@@](Cc2ccccc2)(C(=O)OC)[C@H]2C(=O)N(Cc3ccccc3)C(=O)[C@@H]12)C(=O)Nc1ccc(C(F)(F)F)cc1	-4	-1.2	-103	/	1.1	-6	12	-2.0	11	-2
Cc1cccc(S(=O)(=O)c2c(N)n(Cc3ccco3)c3nc4ccccc4nc23)c1	-8	-13	-21	46	-2.7	-113	-76	-0.2	7	101*
CCOC(=O)c1ccc(NC(=O)CCNS(=O)(=O)c2cccs2)cc1	-12	-2.3	-7	2	0.1	1	3	0.7	-4	0
O=C(NCCCN1CCCC1)c1[nH]c(C(F)(F)F)nc1-c1ccccc1	4	-2.6	/	/	0.8	/	0	/	/	-1
Cc1ccc(CNC(=O)C2CCCN(S(=O)(=O)c3c(C)n[nH]c3C)C2)cc1 (stereo not drawn)	-10	-0.5	3	-11	0.6	-8	4	1.9	4	4
COc1cc(-c2nc3oc4ccccc4c(=O)c3c(=O)n2Cc2ccco2)cc(OC)c1OC	3	-0.6	3	15	/	13	-1	1.0	17	1
Cc1cc(OCCN2CCOCC2)nc2ccccc12	7	-0.1	0	21	2.6	4	11	-3.4	2	0
O=C(CN(Cc1ccccc1Cl)C(=O)CCC(=O)Nc1nccs1)NCC1CCCO1 (stereo not drawn)	3	-0.9	9	26	4.3	11	-1	3.1	-4	2
O=C(COC(=O)c1cc[n+]([O-])cc1)Nc1ccc(Cl)cc1C(F)(F)F	9	0.3	-4	/	-2.2	0	/	1.9	1	2
CC1(C(=O)O)CCCN1C(=O)c1ccccc1OC(F)(F)F (stereo not drawn)	4	-0.6	/	/	-2.8	/	11	/	17	2
c1csc(-c2nnc(-c3ccc(N4CCOCC4)cc3)o2)c1	2	-1.9	5	4	0.3	2	10	-3.3	26	18
Cc1c(C)c2ccc(Oc3ccc([N+](=O)[O-])cc3C(F)(F)F)c(C)c2oc1=O	18	-0.4	9	42	-0.3	0	10	1.0	11	2
